Autophagy HCS: alters autophagy in cells. MEF GFP-LC3 puncta imaging; test concentration mostly 10 µM. calls only at 10 µM (by protocol). hit rate 0.98% among 190,000;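 active = percentage of spot-positive cells more than 3 SD above its plate mean, without a fluorescence outlier flag or 80% toxicity; inconclusive = no clear call, values can overlap the other calls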;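 also: spot-positive cell cutoff set from DMSO-treated cells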
T cell HTS: modulates CD8 T cell binding to vesicles | 2C CD8+ T cell-vesicle binding, flow cytometry; hits give low values | calls only at 7 µM | hit rate 0.068% among 330,000;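 active = response, share of CD8 T cells binding vesicles, and their 90th percentile fluorescence all below set limits, cut at about 80% in these data, passing the limit was not always enough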
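Assay system: 2C TCR transgenic mouse naive CD8+ T cells, MACS-purified | Read-out: CD8+ gate FL2 mean fluorescence as % of same-row positive control | Signal: High-throughput flow cytometry with anti-B7-1 and anti-CD8 staining | Timing: Binding step 1.5 h, 37 °C, antibody labelling 20 min, ice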
MT stabilize HCS: microtubule stabilization, imaging screen; HeLa tubulin immunostaining HCS, 24 h; share of cells brighter than vehicle mean+2SD; % tubulin-high responders, % at 10 µM; hit rate 0.83% among 200,000; AID 2205;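 active = plate Z-score above 3 for both tubulin-high and condensed-nucleus cell shares, with cell loss under 80%, at 10 µM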;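 also: anti alpha tubulin signal scored within the nucleus-defined area of each cell; some results filed as inactive read as strong as hits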
P. falciparum M17LAP: P. falciparum M17LAP inhibitors, primary screen, biochemical, fluorogenic H-Leu-NHMec substrate, 1536-well (AID 1619); hit rate 0.38% among 220,000; recombinant M17LAP, H-Leu-NHMec fluorogenic kinetic assay; higher % means a stronger effect; one-dose inhibition, % at 30 µM; IC50 in µM for titrated hits;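 active = compound inhibiting the enzyme by more than half at any dose during confirmatory dose-response retesting; inconclusive = strong single-dose inhibitors picked by rank but not retested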;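 also: plate controls were full reaction with DMSO carrier for no effect and no enzyme background for full effect; strong numbers were not always called active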
WT yeast gro inh: growth inhibition of WT yeast, mitochondrial fusion screen | mitochondrial fusion phenotypic screen, WT strain | AID 1362 | inhibition, % at 10 µM | hit rate 2.1% among 190,000; in the data active = inhibition above about 58%; tested in S. cerevisiae
Dynein cargo inh: dynein cargo transport inhibition; z-score, hits read low; 3617.4 mouse cells, GR-EGFP nuclear translocation imaging; test concentration mostly 20 µM; stimulated with dexamethasone, 1 µM; hits give low values; hit rate 0.47% among 220,000;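 active = plate z-score of nuclear minus cytoplasmic receptor signal below a set negative limit, without overly bright fluorescence or cell loss, cut at about -3.5 in these data, passing the limit was not always enough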;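 also: z-score of nuclear minus cytoplasmic ring GR-EGFP intensity difference per well; some compounds called inactive have numbers as strong as hits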
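Also added – dexamethasone, 1.0 µM final · Buffer or medium – tet-free, stripped-serum medium · Schedule – induction 48 h, compound 1 h, agonist 30 min · Detection – formaldehyde fixation, Hoechst nuclear stain, 10x automated fluorescence imaging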
P. falciparum M1AAP: P. falciparum M1AAP inhibitors, biochemical, fluorogenic H-Leu-NHMec substrate, 1536-well (AID 1445); recombinant M1AAP, H-Leu-NHMec fluorogenic kinetic assay; higher % means a stronger effect; inhibition, % at 30 µM, or IC50 in µM where a hit was titrated; hit rate 0.42% among 220,000;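 active = primary inhibition above the hit cutoff, then over 50% inhibition at one or more dose response concentrations, cut at about 23% in these data, passing the limit was not always enough; inconclusive = conflicting primary data, or primary hits not chosen for dose response; inactive = low primary inhibition, or under 50% at every dose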;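 also: plate controls were DMSO full reaction for no effect and no enzyme background for full effect; strong numbers were not always called active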
Yfh1-off respiration: enhancers of respiration in Yfh1-depleted yeast, dose response, Friedreich's ataxia, plus single-dose screen (AID 1465); hit rate 0.074% among 220,000; S. cerevisiae Yfh1-off respiration, WST-1 reduction, 72 h; higher fold induction means a stronger effect; fold induction at 50 µM; hits with a dose series show EC50 in µM;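 active = fold induction of absorbance versus untreated yeast above a set limit, then at least 30% activation at any dose in follow-up; inconclusive = repeats straddling the limit, or above it without dose testing; inactive = fold induction below the set limit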;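 also: activators that raise dye reduction in frataxin-depleted yeast; strong numbers were not always called active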
bCat nuc transl: beta-catenin nuclear translocation modulation | AID 1665 | hit rate 0.3% among 190,000 | nuclear translocation activity, % at 5 µM | HeLa beta-catenin nuclear translocation, immunofluorescence imaging;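 active = nuclear translocation activity above 50% at 5 µM, with a well cell count of 50 or more; inconclusive = wells under 50 cells across six images, flagged as toxic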;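 also: per-cell ratio of nuclear to cytoplasmic median beta-catenin stain intensity; plate controls were DMSO negative control for no effect and GSK-3 inhibitor IX positive control for full effect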
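Assay system: human HeLa cells, native beta-catenin; doses: 5 µM primary, 0.02–20 µM confirmation; incubation: compound treatment 24 h, 37°C, 5% CO2; technique: fluorescence imaging of beta-catenin antibody stain plus DAPI; measure: % activation, nuclear-to-cytoplasmic median beta-catenin signal ratio per cell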
WT yeast gro inh mutant strain: also measured in WT yeast gro inh; calls as there; inhibition, %; mitochondrial fusion phenotypic screen, mutant strain inhibition
Dynein cargo inh cytoplasmic EGFP: further read-out of Dynein cargo inh, marked with its call; z-score; measured here: cytoplasmic GR-EGFP intensity; hits give high values
Dynein cargo inh nuclear GR-EGFP: second read-out of Dynein cargo inh, no call of its own (marks repeat the call); z-score; measured here: nuclear GR-EGFP intensity;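 lower value marks the stronger effect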
Dynein cargo inh cell count: recorded beside Dynein cargo inh, whose call it bears; z-score; measured here: cell count per field
bCat nuc transl cell count 5 µM: also measured in bCat nuc transl; calls as there; cell count; measured here: cell count, cytotoxicity flag
T cell HTS vesicle-bound %: further read-out of T cell HTS, marked with its call; double positive events, %; measured here: CD8+ vesicle-bound cell fraction;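 binding gate set so that unloaded-vesicle control wells show 10% double positive cells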
MT stabilize HCS Hoechst-high %: further read-out of MT stabilize HCS, marked with its call; % Hoechst-high responders; measured here: nuclear condensation Hoechst responders;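 share of cells brighter than vehicle mean plus two SD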
MT stabilize HCS cytotoxicity %: second read-out of MT stabilize HCS, no call of its own (marks repeat the call); toxicity, %; measured here: cytotoxicity by cell density;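 0% = mean cell density of plate MIN control wells and 100% = no cells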
Autophagy HCS cell loss 18 h: further read-out of Autophagy HCS, marked with its call; toxicity, %; measured here: cell loss, nuclei count;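 cell loss after 18 h compound exposure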
* marks the source's active call; other numbers are inactive results; i = inactive; u = inconclusive; x = no result given.

The line under a structure holds: Autophagy HCS, Autophagy HCS cell loss 18 h, T cell HTS, T cell HTS vesicle-bound %, MT stabilize HCS, MT stabilize HCS Hoechst-high %, MT stabilize HCS cytotoxicity %, P. falciparum M17LAP, WT yeast gro inh, WT yeast gro inh mutant strain, Dynein cargo inh, Dynein cargo inh cytoplasmic EGFP, Dynein cargo inh nuclear GR-EGFP, Dynein cargo inh cell count, P. falciparum M1AAP, Yfh1-off respiration, bCat nuc transl, bCat nuc transl cell count 5 µM
Cc1nc(S(=O)(=O)N(C)Cc2ccccc2)c(C#N)c(C)c1Cl
 : i, 21.6, i, 19.5, 4.7, 2.5, 18.5, -1.3%, 5.4, -2.2, 0.929, -0.466, 0.142, -0.0583, 2.5%, i, 0.6, 1385
c1ccc(C2Nc3ccccc3Oc3ccccc32)cc1 (stereo unspecified)
 : i, -2.7, i, 21.5, 5.0, 1.8, 4.7, 5.0%, 41.1, 13.5, 1.08, -0.0304, 1.11, -2.03, 3.4%, i, u, x
CC(C)OC(=O)CSc1ncnc2c1cnn2-c1ccccc1
 : i, -5.7, i, 46.1, 3.0, 2.8, 7.5, -11.6%, -4.4, -1.2, -0.185, -0.228, 0.094, 0.0865, -6.4%, i, -0.1, 1096
COCCCn1c(SCC(=O)Nc2cccc(C(=O)OC)c2)nnc1-c1ccncc1
 : i, -4.7, i, 39.3, 4.1, 3.9, 9.1, -1.6%, -59.0, -1.7, -1.24, -0.232, -0.555, 1.11, -0.8%, i, -0.1, 1167
CCOC(=O)c1ccccc1NC(=O)Cc1sc(-c2cccnc2)nc1-c1ccc(C)cc1
 : i, 4.9, i, 45.3, 0.8, 4.0, 9.2, 5.9%, 45.3, 19.1, -0.716, -0.265, -0.837, 0.403, 4.6%, i, -0.6, 999
CN1C(=O)CC(N2CCN(c3ccc(Cl)cc3)CC2)C1=O (stereo unspecified)
 : i, -2.3, i, 46.0, 1.4, 1.9, 2.2, -3.5%, -0.9, -2.2, 0.651, -0.311, 0.0367, -0.52, -1.7%, i, 1.2, 1117
CCn1c(-c2ccccc2)c(C(=O)CCl)c2ccccc21
 : i, 12.9, i, 5.8, 3.5, 2.9, 1.3, 9.8%, 17.3, 21.8, -3.34, 0.623, -1.96, 1.2, 0.8%, i, -2.6, 1095
CCOc1ccc(NC(=O)c2cc3c(=O)n(C)c4ccccc4c3n2C)cc1
 : i, 13.4, i, 56.5, 4.1, 6.7, 0.8, -0.5%, -7.7, 9.0, 0.742, -0.104, 0.755, -0.653, 1.3%, i, x, x
CC(C)n1c2ccccc2c2cc([N+](=O)[O-])ccc21
 : i, -2.4, i, 43.5, 3.0, 2.5, 2.2, -12.7%, 6.5, 9.2, 0.326, -0.0796, 0.333, 0.323, 0.5%, i, 1.0, 699
C=CCn1c(SCC(=O)Nc2cc(C)on2)nnc1C1COc2ccccc2O1 (stereo unspecified)
 : i, -12.7, i, 33.1, 3.4, 1.6, 7.6, 9.8%, 9.1, -18.8, 2.02, -0.115, 1.02, -0.642, 7.5%, i, 0.1, 1068
O=C(N/N=C/c1ccccn1)c1cccc(S(=O)(=O)N2CCCC2)c1
 : x, x, i, 34.9, x, x, x, x, x, x, -0.61, -0.669, -0.534, 0.317, x, i, 1.0, 1340
CCCCOc1ccc(C(C)NC(=O)CCS(=O)(=O)Cc2ccc(Cl)cc2)cc1 (stereo unspecified)
 : i, 25.9, i, 49.4, 1.9, 1.3, 1.1, 18.2%, 3.1, 13.8, 1.93, -0.224, 1.22, -1.88, 3.6%, i, -0.3, 1102
Cc1cc(C)nc(-n2cc(C(=O)c3cc(F)ccc3O)cn2)n1
 : i, 10.4, i, 57.8, 1.5, 2.5, 9.5, 12.8%, 15.5, 6.6, -0.169, -0.175, -0.0534, 0.296, 7.7%, i, -0.3, 546
CC1CC(C)CN(C(=O)CNS(=O)(=O)c2ccc(Br)s2)C1 (stereo unspecified)
 : i, -37.7, i, 25.2, 2.9, 1.7, 10.2, -8.8%, -1.5, 4.6, -0.367, -0.226, 0.264, 0.752, 7.3%, i, -0.3, 1417
CC(CCc1ccccc1)NCC(O)COc1ccccc1 (stereo unspecified)
 : i, 3.7, i, 24.8, 10.6, 2.3, 13.8, 0.0%, -9.6, 20.9, -0.0686, -0.229, 0.0149, 0.268, 3.2%, i, -1.3, 905
Cc1nnc2sc(-c3ccc(NC(=O)c4ccc(-c5ccc(Cl)cc5Cl)o4)cc3)nn12
 : i, 3.9, i, 7.5, 2.0, 1.5, 4.8, x, x, x, 0.808, -0.211, 0.704, -0.758, x, i, x, x
COc1c(C(=O)Nc2c(C)n(C)n(-c3ccccc3)c2=O)ccc2ccccc12
 : i, 5.0, i, 11.0, 1.4, 1.6, 0.2, 3.9%, 2.2, -8.0, 2.13, -0.227, 1.26, -0.691, -5.5%, i, -0.4, 1021
COc1ccc(C(=O)NCCc2cn3ccccc3n2)cc1
 : x, x, i, 23.9, x, x, x, 10.1%, x, x, -1.07, -0.164, -0.605, 0.721, 4.9%, i, 0.0, 1295
C=CCn1c(SCC(=O)c2cccs2)nc2sc(CC)cc2c1=O
 : i, -12.6, i, 49.3, 1.4, 1.6, 13.7, 0.8%, -1.7, -5.0, 0.235, -0.205, 0.128, 0.21, 2.1%, i, -1.7, 1174
CCn1cc(CNC(=O)/C=C/c2ccc([N+](=O)[O-])cc2)c(C)n1
 : i, -24.5, i, 35.9, 3.2, 1.8, 6.1, 16.5%, 0.1, -3.6, 0.0544, -0.211, -0.115, -0.624, 9.4%, i, x, x
Cc1c(-c2ncn[nH]2)sc(C#N)c1-c1ccccc1
 : i, 2.1, i, 50.2, 2.4, 1.2, 3.9, 1.4%, 23.3, 5.4, -0.704, -0.229, -0.389, 0.861, 5.8%, i, 0.2, 1081
CC(NC(=O)c1cccc(C(F)(F)F)c1)C(c1ccccc1)N1CCOCC1 (stereo unspecified)
 : i, -19.6, i, 62.1, 4.0, 3.2, 9.2, 14.3%, -4.3, -16.6, -0.242, 0.162, -0.42, 1.66, 6.5%, i, -0.2, 1053
O=c1ccccn1Cc1ccccc1F
 : i, -7.7, i, 36.7, 2.8, 1.5, 3.1, 3.7%, -6.6, -16.4, -0.555, -0.213, -0.0342, 0.671, -0.1%, i, -7.1, 842
COc1cc(NC(=O)c2ccc(COc3ccccc3Br)o2)cc(OC)c1OC
 : i, -1.4, i, 11.3, 1.4, 0.4, 29.7, 2.0%, 49.4, 30.7, -0.805, 2.51, 0.415, 0.737, -1.6%, i, -1.4, 1025
O=C(c1cccc(Br)c1)c1cn(-c2ccccc2)nc1C(=O)c1ccccc1
 : i, -2.7, i, 31.5, 2.1, 1.9, 8.7, -10.2%, -0.2, -29.4, 0.214, -0.045, 0.355, -0.54, 3.1%, x, -2.2, 1062
CNn1cnc2ccsc2c1=O
 : x, x, i, 27.2, x, x, x, -4.8%, x, x, 1.96, -0.197, 0.809, -1.39, -0.5%, i, -1.0, 1342
O=C(Cn1cnc2ccccc2c1=O)NCCC(=O)Nc1ccc2c(c1)OCO2
 : i, -3.6, i, 40.2, 3.0, 2.1, 5.9, -6.6%, -9.7, -5.9, -0.536, -0.303, -0.452, 0.506, 5.4%, i, -3.6, 1044
O=C(COC(=O)CSc1cc(Cl)ccc1Cl)Nc1ncc(C(F)(F)F)cc1Cl
 : i, 8.8, i, 29.9, 4.0, 2.1, 6.7, 4.8%, -7.3, 7.0, -0.76, -0.286, -0.561, 0.455, 4.6%, i, 1.6, 1064
COC(=O)c1nnn(CC(=O)Nc2cccc(Cl)c2)c1C(=O)OC
 : i, -2.3, i, 40.7, 3.6, 2.3, 7.1, 5.3%, 1.3, -7.5, -0.288, -0.3, -0.206, 1.7, 3.5%, i, -2.7, 1155
CC1(C)Cc2cccc(OCC(=O)OCC(=O)Nc3cccc(S(N)(=O)=O)c3)c2O1
 : x, x, i, 38.6, x, x, x, 5.7%, x, x, 0.951, -0.754, 0.168, -0.781, 5.6%, i, -1.6, 1288
